Screening results: PubChem, several laboratories
CAL PDZ FP-1 = untagged CAL PDZ binding inhibitors, primary screen, biochemical, fluorescence polarization, HTS. Golgi-associated PDZ and coiled-coil motif-containing protein (Homo sapiens), Q9HD26. purified CAL PDZ, TMR-peptide fluorescence polarization, 1 h. inhibition, % at 24.9 µM. 0.92% of 300,000 active. AID 602252, 2012;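 active means mean inhibition of at least 30% with at least half of replicates also reaching 30%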;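 further: 0% = DMSO neutral control and 100% = excess unlabeled competitor peptide PRC23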
RTF Ca sens inh = cardiac RTF calcium sensitivity inhibitors, primary screen, biochemical, IANBD-TnC fluorescence, EC70 calcium; IANBD-labeled cardiac RTF, Ca2+ fluorescence; inhibition, % at 7.15 µM; 0.12% of 340,000 active; AID 493244, 2011;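 active means inhibition above the mean inhibition of all tested compounds plus 3 SD, cut at about 17% in these data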;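 further: assay run at fixed EC70 calcium of 1.6 mM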
CAL PDZ FP-2 = CAL PDZ peptide-binding inhibitors, primary screen, biochemical, fluorescence polarization, Cer-tagged CAL PDZ, HTS | Golgi-associated PDZ and coiled-coil motif-containing protein (Homo sapiens), Q9HD26 | 0.02% of 330,000 active | purified CAL PDZ, TMR-peptide fluorescence polarization, 1 h | AID 504414, 2011 | inhibition, % at 20 µM;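 active means highest replicate inhibition of at least 40%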;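 further: plate controls were DMSO neutral control wells for no effect and unlabeled competitor peptide control wells for full effect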
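Control set: unlabelled peptide and DMSO controls / Material: purified CerCALP PDZ construct / Timing: 1 h incubation at room temperature before polarization reading / Doses: 20 µM, one dose / Detection: fluorescence polarization (mP)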
LANA DNA inh = inhibitors of KSHV C-LANA binding to DNA, primary screen, biochemical, fluorescence polarization, FAM-LBS DNA, MBP-C-LANA, single point. Kaposi's sarcoma herpesvirus LANA C-terminal domain (residues 932-1162) DNA binding. inhibition, % at 9 µM. 0.078% of 340,000 active;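 active means highest replicate inhibition at or above 60% at 9 µM, even if other replicates fall short; inactive means all replicates below 60% inhibition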;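 further: 0% = neutral control wells and 100% = 4 µM acridine orange control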
PKA-R2B activ = activators of PKA-R2B holoenzyme, primary screen, biochemical, fluorescence polarization, Cy5-IP20, human; cAMP-dependent protein kinase catalytic subunit beta (Homo sapiens) + cAMP-dependent …; PKA-R2B holoenzyme dissociation; R2B truncated from residue 108, S112A mutant; 0% DMSO only, 100% 113 µM cGMP; activation, % at 11.4 µM; 0.079% of 340,000 active;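 active means activation above a cutoff set at the mean over all compounds plus 3 SD, cut at about 18% in these data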;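 further: higher means more holoenzyme dissociation and a rise in polarization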
Target sequence (P31323 whole entry, looked up, other chains not shown, the tested form may be a part): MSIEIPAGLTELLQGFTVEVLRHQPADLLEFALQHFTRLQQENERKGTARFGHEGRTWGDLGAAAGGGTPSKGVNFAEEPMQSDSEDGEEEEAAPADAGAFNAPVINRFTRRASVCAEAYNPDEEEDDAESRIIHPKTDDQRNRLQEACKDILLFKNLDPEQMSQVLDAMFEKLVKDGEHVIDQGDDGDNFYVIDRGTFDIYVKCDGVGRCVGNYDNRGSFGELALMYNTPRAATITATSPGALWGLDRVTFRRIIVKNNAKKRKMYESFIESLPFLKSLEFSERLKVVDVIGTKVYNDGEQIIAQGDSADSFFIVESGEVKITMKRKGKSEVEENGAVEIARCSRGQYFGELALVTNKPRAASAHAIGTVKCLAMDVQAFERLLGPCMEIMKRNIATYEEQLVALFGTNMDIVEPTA
DAGLB inh = DAGLB lipase inhibitors, primary screen, biochemical, fluorescence, HTS | 0.059% of 340,000 active | inhibition, % at 5.17 µM | HEK293T DAGLB membrane lysate, EnzChek fluorogenic substrate | Diacylglycerol lipase-beta (Homo sapiens), Q8NCG7; in the data active means inhibition above about 34%;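 further: 0% = enzyme with vehicle and 100% = wells lacking enzyme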
Target sequence (Q8NCG7 whole entry, looked up): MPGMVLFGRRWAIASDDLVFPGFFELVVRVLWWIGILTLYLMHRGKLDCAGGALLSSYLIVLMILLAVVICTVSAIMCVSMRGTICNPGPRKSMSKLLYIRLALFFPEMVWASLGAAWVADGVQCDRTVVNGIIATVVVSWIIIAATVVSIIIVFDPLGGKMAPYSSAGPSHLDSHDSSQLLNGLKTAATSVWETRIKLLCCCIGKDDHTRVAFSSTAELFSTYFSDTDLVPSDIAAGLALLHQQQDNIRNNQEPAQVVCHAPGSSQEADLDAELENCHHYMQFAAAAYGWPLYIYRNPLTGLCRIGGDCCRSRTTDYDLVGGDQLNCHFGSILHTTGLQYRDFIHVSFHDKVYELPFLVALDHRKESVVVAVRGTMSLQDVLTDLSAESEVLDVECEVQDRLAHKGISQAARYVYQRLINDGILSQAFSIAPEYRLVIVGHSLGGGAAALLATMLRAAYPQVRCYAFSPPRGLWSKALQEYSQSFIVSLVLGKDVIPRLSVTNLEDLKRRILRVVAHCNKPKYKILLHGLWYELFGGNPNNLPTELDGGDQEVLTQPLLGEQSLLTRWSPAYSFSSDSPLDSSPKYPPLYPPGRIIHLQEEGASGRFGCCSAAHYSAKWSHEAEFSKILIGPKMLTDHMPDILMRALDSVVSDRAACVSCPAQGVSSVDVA
SR-BI DiI-HDL act = activators of SR-BI mediated DiI-HDL uptake, primary screen, ldlA[mSR-BI] CHO cells, DiI fluorescence. 3 h; 100 = double the neutral-control signal. activation, % at 12.5 µM. 0.096% of 320,000 active;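 active means mean replicate activation of at least 60% and every replicate at or above 60%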;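 further: 0% = median plate neutral-control signal and 100% = twice that signal; values of inactives mirror those of a sister screen read the other way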
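Material: SR-BI-overexpressing, LDLR-lacking CHO cells; schedule: compound exposure 3 h, 37 °C; reagent: DiI-labelled HDL at 10 µg/mL final; technique: bottom-read fluorescence, 550/595 nm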
RTF Ca sens act = cardiac RTF calcium sensitivity activators, primary screen, biochemical, IANBD-TnC fluorescence, EC20 calcium; Troponin I, cardiac muscle (Homo sapiens) + Troponin T, cardiac muscle (Homo sapiens) + …; IANBD-labeled TnC RTF fluorescence at EC20 calcium; 0% EC20 calcium, 100% full calcium; activation, % at 7.2 µM; 0.24% of 340,000 active; AID 493008, 2010;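 active means activation above the mean over all tested compounds plus 3 SD, cut at about 30% in these data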;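 further: rise in fluorescence read as greater calcium sensitivity of cardiac thin filaments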
Keap1 Nrf2 FP = Keap1-Nrf2 protein-protein interaction inhibitors, primary screen, biochemical, fluorescence polarization, single point | Keap1 Kelch-Nrf2 peptide fluorescence polarization, 1536-well | inhibition, % at 9.4 µM | 0.15% of 340,000 active | AID 504523, 2011; in the data active means inhibition above about 12%;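 further: human Keap1 Kelch domain with fluorescein labeled Nrf2 9mer peptide probe; 0% = neutral control wells and 100% = peptide positive control; higher means more block of Keap1 binding to Nrf2 peptide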
Rtt109 HAT inh = inhibitors of C. albicans Rtt109/Vps75 HAT, primary screen, biochemical, ThioGlo CoA-SH fluorescence, plate reader | inhibition, % at 34.9 µM | purified Rtt109/Vps75, 4 h | 0.16% of 330,000 active;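 active means inhibition of at least 50% in every replicate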
* marks the source's active call; other numbers are inactive results; · = not tested or not shown. An excerpt; rates above refer to the full screens.

SMILES	CAL PDZ FP-1	RTF Ca sens inh	CAL PDZ FP-2	LANA DNA inh	PKA-R2B activ	DAGLB inh	SR-BI DiI-HDL act	RTF Ca sens act	Keap1 Nrf2 FP	Rtt109 HAT inh
CN(C)C(CNC(=O)Cc1ccc(Br)cc1)c1ccccc1 (stereo not drawn)	10	6	-0.7	1.6	-11	-1	·	3	1	1
C[C@H]1CCC/C=C/C2C[C@H](O)CC2[C@H](O)/C=C/C(=O)O1 (stereo partly drawn)	-5	1	-0.1	-0.5	-6	2	8	5	-3	-7
CCOP(=O)(OCC)C(NC(=O)c1ccccc1)=C(Cl)Cl	-1	6	-2.1	-0.2	-6	1	38	4	-3	0
O=C1NC(=S)NC(=O)C1=Cc1ccc(Br)s1	2	-1	1.1	15	-6	4	15	1	1	-2
CC1CCCCN1C(=O)Cn1cc(C=C2C(=O)N(C)C(=O)N(C)C2=O)c2ccccc21 (stereo not drawn)	-4	2	-1.1	-3.5	-11	0	13	-2	-2	-2
O=C(NP(=O)(N1CC1)N1CC1)c1cc(I)ccc1I	-2	-9	0.4	1.0	-1	-5	-8	-6	-2	11
Cc1ccc(N)cc1C	3	-1	-0.2	-0.9	-3	0	-6	-3	-4	-4
CCCCn1c(O)c(C(CC)=NC(C)c2ccccc2)c(=O)[nH]c1=O (stereo not drawn)	-2	-8	-1.5	-1.8	0	3	4	-2	0	17
N#CC1=C(N)Oc2c(c(=O)oc3ccccc23)C1c1ccncc1 (stereo not drawn)	0	0	-0.6	0.9	-8	1	-12	-7	2	14
Clc1ccc2[nH]c3c(c2c1)CCNC3	5	0	-7.5	-0.9	-7	0	-20	0	-1	21
CCC1CO/C(=C(\C(Cl)=C(Cl)Cl)[N+](=O)[O-])N1Cc1ccc(Cl)nc1 (stereo not drawn)	0	-1	0.2	-2.6	9	0	5	-7	-3	-5
Cc1cccc(NC(=O)[C@@H](NC(=O)N2C[C@H]3C[C@@H](C2)c2cccc(=O)n2C3)C(C)C)c1	-2	0	0.2	0.2	-8	1	6	12	-8	4
C=CCc1cc(C=C2C(=O)NC(=O)NC2=O)cc(OC)c1OCc1ccc(C(=O)O)cc1	·	-2	0.6	0.5	-11	3	2	-8	-1	2
CC(=Nc1ccc2c(c1)CCC2)c1c(O)n(C2CCCCC2)c(=O)[nH]c1=O	-1	-3	0.4	0.6	-7	0	-9	-2	-4	-6
O=C(COc1ccc(Cl)cc1)N(c1ccc(Cl)cc1)C1CN2CCC1CC2 (stereo not drawn)	-5	-1	-2.1	-1.2	-9	0	-5	2	0	8
C=CCN1C(=O)/C(=C/c2cc(C)n(-c3ccccn3)c2C)C(=O)NC1=S	·	-4	-0.3	0.0	-3	3	4	4	-4	5
Clc1cccc(Cl)c1C1N2CCCN12 (stereo not drawn)	-3	-12	-2.0	1.3	-5	-1	11	3	-3	-3
COC(=O)C1=C(c2ccccc2)C[C@@H]2CC[C@H]1N2C(=O)NCc1ccc(C(F)(F)F)cc1	0	4	0.7	-0.8	-9	-9	25	13	-9	5
Cc1c(C=C2C(=O)N(C)C(=O)N(C)C2=O)c(=O)n(-c2ccccc2)n1C	-2	-10	-1.4	-3.9	5	-1	12	15	-15	1
Fc1ccccc1CNCCc1ccc2c(c1)OCO2	-6	-3	-0.8	-1.4	8	0	6	5	-6	0
N#CSCC(=O)N1c2ccccc2CCc2ccccc21	0	-6	1.0	0.8	-2	-15	27	4	-16	5
CCN(CCCl)c1cc(CN(C)C)cc(NC(=O)c2ccc(C(=O)Nc3cc(CN(C)C)cc(N(CC)CCCl)c3)cc2)c1	-1	-7	3.6	-18	-11	3	27	-8	2	-6
CC1CCCN(C(=O)CCl)C1 (stereo not drawn)	-1	-1	-2.7	3.8	2	2	25	4	1	-4
COc1ccc(NC(c2ccccc2)P(=O)(Oc2ccccc2)Oc2ccccc2)cc1 (stereo not drawn)	4	-1	-0.8	0.0	-13	0	25	3	-4	3
CC(NCc1ccc(Cl)cc1)C(O)c1ccccc1 (stereo not drawn)	-8	-15	-1.0	2.8	-1	-2	14	3	1	1
CCc1ccccc1NC(=O)CSc1nnc([C@@H](N)Cc2c[nH]c3ccccc23)o1	-1	-10	-0.4	-1.1	6	1	-13	2	-7	-1
Cc1nn(Cc2ccccc2)c(C)c1C(=O)NCc1ccccc1	-14	-1	-0.8	·	2	2	-23	7	·	-2
CN1CCN(c2nc3c(c(=O)[nH]2)CCC3)CC1	·	-6	0.6	0.3	-9	0	·	5	-6	-1
Nc1ccncc1	5	11	-0.3	0.9	-11	1	15	-1	-3	1
CC1CC(NC(=O)C2C3CCC(O3)C2C(=O)O)CC(C)(C)C1 (stereo not drawn)	-2	-9	-1.0	-1.3	-5	0	0	1	0	-6

Some of these compounds in order of molar mass, smallest number first:
SMILES	CAL PDZ FP-1	RTF Ca sens inh	CAL PDZ FP-2	LANA DNA inh	PKA-R2B activ	DAGLB inh	SR-BI DiI-HDL act	RTF Ca sens act	Keap1 Nrf2 FP	Rtt109 HAT inh
CN1CCN(c2nc3c(c(=O)[nH]2)CCC3)CC1	·	-6	0.6	0.3	-9	0	·	5	-6	-1
Fc1ccccc1CNCCc1ccc2c(c1)OCO2	-6	-3	-0.8	-1.4	8	0	6	5	-6	0
COc1ccc(NC(c2ccccc2)P(=O)(Oc2ccccc2)Oc2ccccc2)cc1 (stereo not drawn)	4	-1	-0.8	0.0	-13	0	25	3	-4	3

More results follow.
SMILES	CAL PDZ FP-1	RTF Ca sens inh	CAL PDZ FP-2	LANA DNA inh	PKA-R2B activ	DAGLB inh	SR-BI DiI-HDL act	RTF Ca sens act	Keap1 Nrf2 FP	Rtt109 HAT inh
CC(=NNC(=S)N1CC2CCC(CC2)C1)c1nccs1	-4	-4	-1.0	-3.6	0	10	-53	-6	1	4
O=C(Cn1cc(C(=O)c2ccccc2)c2ccccc21)NCc1ccco1	2	1	-3.6	-0.7	0	0	-4	2	-8	4
CC(C)Sc1nnc([C@@H](N)Cc2ccccc2)o1	-4	5	-0.7	-1.3	9	-3	20	-2	-4	-3
Cc1ccc(-n2c(O)c(C=NCc3ccccn3)c(=O)[nH]c2=S)cc1	-2	-5	1.1	-0.7	-6	0	13	0	-2	-1
CCOC(=O)C1C(=O)NC23CCCC2C1c1ccccc1O3 (stereo not drawn)	-1	12	-1.6	0.9	2	0	19	5	-3	3
CC1CN=C(NCc2ccncc2)S1 (stereo not drawn)	2	-3	-1.0	-2.5	4	1	17	0	-2	11
Fc1ccc(C2=CCN(C(c3cccs3)c3nnnn3CCc3ccccc3)CC2)cc1 (stereo not drawn)	-2	-3	-2.3	-1.0	4	-19	-33	-1	0	4
CCOC(=O)c1ccc(NC(=O)c2c(O)[nH]c(=O)[nH]c2=O)cc1	-3	-5	-0.3	2.1	11	1	24	1	1	6
CCOC(=O)/C(CCCN(CC)CC)=N\O	·	2	-1.7	-2.1	0	-1	37	-1	1	-7
O=c1c2ccccc2nc(SCC2CCCCO2)n1-c1ccccc1 (stereo not drawn)	·	-4	-2.9	-1.2	-2	-2	13	9	-1	-3
CC[C@H]1C2C[C@H]3[C@@H]4N(C)c5ccccc5C45C[C@H](C2[C@H]5O)N3[C@@H]1O (stereo partly drawn)	2	-5	0.1	-1.4	1	2	-6	-2	-3	-9
CN1CCN(c2nc([N+](=O)[O-])nn2C)CC1	-2	-18	-2.2	-0.4	1	3	15	-1	5	6
CCCNC(=O)N1[C@H]2CC[C@@H]1C(C(=O)OC)=C(c1ccc(OC)c(OC)c1)C2	1	-9	-1.9	0.4	-13	-2	9	-1	-9	-3
O=c1c2ccccc2nc(Cc2ccccc2)n1-c1cccc(O)c1	-6	6	0.1	9.6	-15	-2	-5	2	-4	4
C=CCn1c(O)c(C(CC)=NC2CC2)c(=O)[nH]c1=O	-5	-1	0.0	0.4	4	1	23	-6	1	-6
CCN1CCN(C(c2cccs2)C(C)NC(=O)Oc2ccccc2)CC1 (stereo not drawn)	-2	2	-0.2	-1.0	3	2	4	-6	1	-5
CC(=O)c1c(C)[nH]c(C(=O)N2CCC3(CC2)OCCO3)c1C	-1	-10	-2.6	-1.8	-1	-2	2	3	0	11
CC[C@@H](CO)C1CC2NC3CC4(c5ccccc5N(C)[C@@H]24)C(O)C31 (stereo partly drawn)	2	-16	0.2	-0.1	7	2	8	7	-3	0
CN1CCN(c2c(C#N)c(C(F)(F)F)nn2C)CC1	-6	-5	-0.4	-1.3	9	0	7	4	-3	2
CC(=O)C1CCC2C3CCC4CC(O)CCC4(C)C3C(O)CC12C (stereo not drawn)	·	-3	-0.4	-1.8	10	0	27	0	2	1
O=C1CN(C(=O)CN2CCCCC2)C(c2ccccc2)c2cc(Br)ccc2N1 (stereo not drawn)	2	2	-1.4	1.4	-16	-1	54	1	4	20
CCOc1ccc(CC2C(=O)NC(=O)N(c3ccc(CC)cc3)C2=O)cc1 (stereo not drawn)	-2	-2	-0.1	-0.2	-16	1	-5	2	-1	5
O=C1NC(=O)N(c2ccccc2)C(=O)/C1=C/c1ccc([N+](=O)[O-])s1	1	6	-0.5	27	-3	15	-16	0	-1	7
CN(c1ccc(OCC(=O)N2CCN(C/C=C/c3ccccc3)CC2)cc1)S(=O)(=O)c1cccs1	0	-16	-2.3	-2.2	-8	0	-41	7	-7	1
CN1CCN(Cc2ccc(Br)s2)CC1	-1	0	0.0	-1.0	-11	1	-15	3	-1	-2
CC(C)C1(C)N=C(c2nc3ccccc3cc2C(=O)O)NC1=O (stereo not drawn)	1	-13	-2.2	0.8	-3	-1	-2	-6	6	-15
CC1(C)NC(=O)[C@H]2CCCN21	2	-13	0.7	4.3	-3	2	29	3	-4	-15
Cc1cccc(-n2c(=S)[nH]c3ccccc3c2=O)n1	-1	-2	-0.8	-1.0	-1	2	23	2	-2	2
CC1CCCC(NC(=O)CNC(=S)N2CC3CC(C2)c2cccc(=O)n2C3)C1C (stereo not drawn)	-2	-2	-2.2	2.7	-1	-1	-8	-1	2	-28
CCN1CCN(Cc2cc(Br)cc(OC)c2O)CC1	-5	-8	-1.2	-0.1	2	-2	14	2	-2	3
O=C(Cc1ccccc1)Oc1cccc(-n2cnnn2)c1	-6	-20	-1.7	0.4	4	0	20	-1	-4	-3
